High-throughput results (PubChem)
GALK inh: blocks human galactokinase activity; 0.007% of 270,000 active; P51570; Purified GALK, Kinase-Glo residual ATP luminescence; Potency, µM (titrated, usually from 57.5 µM), inactives show at the top dose activity change, negative = inhibition, most hits filed as inhibitors; AID 1868; note: potency is the fitted concentration of half-maximal effect; % is set by controls: 0 for no effect and ±100 for the full control effect
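Compounds were pin-transferred into ATP buffer (35 uM final), then GALK plus galactose (5 nM, 100 uM final) was added. After 1 h at room temperature, Kinase-Glo Plus was added and luminescence read after 10 min.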
TSHR antagonist: antagonists of human thyroid stimulating hormone receptor | P16473 | TSHR-expressing cells, TSH-stimulated cAMP HTRF, 2 h; stronger effect = lower value | activity change, negative = inhibition, % at 11.5 µM | 0.2% of 330,000 active;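 active = activity change below a set negative limit, meaning inhibition stronger than a set level, cut at about -70% in these data; inconclusive = activity change between two set negative limits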; note: % is set by controls: 0 for no effect and ±100 for the full control effect
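Cell-based HTRF cAMP assay; TSHR cells + compound, TSH EC80 (4nM final), 2 h, 37 deg C. Lysis with anti-cAMP cryptate and cAMP-d2, 30 min RT, read 665/620 nm.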
AT treatment: potential ataxia-telangiectasia treatment | […] A-T fibroblasts, KAP-1 phosphorylation AlphaLISA; neocarzinostatin DNA damage 30 min before lysis | Potency, µM (doses to about 57.5 µM), without a hit: at the top dose activation, usual class: activators | 0.19% of 320,000 active | AID 485349; note: potency is the fitted concentration of half-maximal effect; % of control where 0% means no effect; nearly all actives have a fitted effect of over 45% in size
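ATM-like activity read as KAP-1 phosphorylation via AlphaLISA donor/acceptor antibody pairs after lysis and 6 hr at 25C. Cells were ATM-null patient fibroblasts ([…], hTERT), dosed 60 min, then exposed to the DSB inducer NCS for 30 min.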
Giardia killer: Giardia lamblia killing; Giardia lamblia trophozoite viability; activity change, % at 7.66 µM, hits read low; 0.15% of 340,000 active; AID 540267; in the data active = activity change below about -80%; inconclusive = between about -30% and that limit;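 note: parasites exposed to compound for two days anaerobically before the ATP read; % is set by controls: 0 for no effect and ±100 for the full control effect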
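Viability, read as ATP luminescence: trophozoites at 100 cells/well, compound added, 48 hrs anaerobic at 37 deg C, then 15-30 min room-temperature development before reading.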
TCR activator: T cell receptor activation; Potency, µM (titrated, usually from 9.22 µM), for inactives: top-dose activation of IL-2 secretion, hits mostly activators; primary human leukocytes, anti-CD3, IL-2 HTRF, 48 h; 330,000 tested, under 10 active; note: % of control where 0% means no effect
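Primary human leukocytes were stimulated with a-CD3 beads plus compounds for 48 hr without co-stimulation; secreted IL-2 was quantified by HTRF using a-IL-2-K (europium cryptate) and a-IL-2-d2, excited at 320nm with acceptor emission read at 665nm.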
Tb PFK block: blocks T. brucei phosphofructokinase | O15648 | T. brucei PFK, ADP-Glo luminescence | Potency, µM (titrated, usually from 57.5 µM), inactives show at the highest dose activity, negative = inhibition, usual class: inhibitors | 0.17% of 330,000 active | AID 485367;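 note: potency is the fitted concentration of half-maximal effect; 0% = uninhibited 1x PFK enzyme wells and -100% = no-enzyme wells; nearly all actives have a fitted effect of over 60% in size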
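Activity is normalized to no-enzyme wells (full inhibition) and 1.25 nM enzyme wells (no inhibition). Reaction: 0.5 mM F6P, 0.1 mM ATP, 45 min RT, ADP-Glo luminescence; concentration-response curves fitted and classed by quality.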
CXXC DNA block: blocks binding of human MLL CXXC domain to DNA. Q03164. MLL-CXXC / FITC-HOXA9 DNA fluorescence polarization. Potency, µM (titrated, usually from 115 µM), without a hit: at the top dose activity change, negative = inhibition, actives largely listed as inhibitors. 0.037% of 290,000 active. AID 2662; active = well fitted inhibition curve with a large enough effect in the polarisation, with a control signal flat, not every such curve was filed as active; inconclusive = small, poorly fitted or top-dose-only effect, or effect the other way, or a change in a side signal; inactive = no such curve, though single readings can be large or run the other way; the % refers to the polarisation; note: potency is the fitted concentration of half-maximal effect
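Fluorescence polarization: 7 uM MLL-CXXC (stock) preincubated 5 min with compounds, then 50 nM fluorescein-HOX-A9 DNA (stock) added; 30 min ambient. Buffer 50 mM Tris-HCl pH 7.5, 50 mM NaCl, 1 mM DTT, 0.05% BSA.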
FBPA coupling cs: counter-screen for Giardia aldolase inhibitors: coupling enzyme system | coupling enzyme system counterscreen, AmpLite Red fluorescence | activity change, negative = inhibition, % at 58.2 µM, hits read low | 0.67% of 290,000 active | AID 2472; in the data active = activity change below about -30%; note: % is set by controls: 0 for no effect and ±100 for the full control effect
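Final compound at 57.5 uM, incubated 10 min at RT with coupling enzyme reagent (glyceraldehyde-3-phosphate), then 20 min with substrate and AmpLite Red detection. Fluorescence read at 525/598 nm; tests interference with the coupling assay, not aldolase inhibition.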
KCNH2 WT inh: KCNH2 (human, wildtype) channel inhibition | U2OS, BacMam KCNH2, thallium flux FluxOr; stronger effect = lower value | Q12809 | activity change, % at 1.84 µM | 0.37% of 340,000 active;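 active = maximum activity change below -70%; inconclusive = maximum activity change between -70% and -50%; inactive = maximum activity change above -50%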; note: % is set by controls: 0 for no effect and ±100 for the full control effect
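U2OS cells were transduced with wild-type KCNH2 virus (2.03 x 10^8 / mL) for 4 h at room temperature, then cultured overnight at 37 C. Thallium flux was read with FluxOr dye. Rate constants were normalized to DMSO controls.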
BCR signal inh: chronic active BCR signaling inhibition; AID 493014; ABC-DLBCL IkBa-CBG/CBR reporter, luminescence ratio, 4 h; Potency, µM (titrated, usually from 46.1 µM), for inactives: at the top dose ratio change, negative = lower green/red ratio, actives largely listed as inhibitors; 0.05% of 340,000 active; active = well fitted inhibition curve with a large enough effect in the signal ratio, with a control signal flat, not every such curve was filed as active; inconclusive = small, poorly fitted or top-dose-only effect, or effect the other way, or a change in a side signal; the % refers to the signal ratio;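 note: potency is the fitted concentration of half-maximal effect; plate controls were basal doxycycline-induced cells for no effect and cells given 10 µM MG132 for full effect; MG132 reads +100%, hits lower the ratio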
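Compounds up to 46 uM were incubated four hours with TMD8 cells whose green CBG68 luciferase is fused to IkappaBalpha; red CBR luminescence normalised the signal, and concentration-effect curves were fitted to fusion, red and ratio data.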
* = called active by the depositor; ? = inconclusive; . = not tested or not shown; [ ] = dose if it differs, or a comment. Unless noted, calls come from the whole dose curve; as a rule, active = well fitted curve in the direction sought with a large enough effect; inconclusive = small, poorly fitted or top-dose-only effect, or another doubt; inactive = no such curve, though single readings can be large; an effect the other way counts as inactive or inconclusive.

SMILES	GALK inh	TSHR antagonist	AT treatment	Giardia killer	TCR activator	Tb PFK block	CXXC DNA block	FBPA coupling cs	KCNH2 WT inh	BCR signal inh
CC(C)(C)OC(=O)NC1CC2CCCC(C1)N2Cc1ccccc1 (stereo not drawn)	.	30	12%	2	5%	1%	?	6	25	-22%
Brc1ccc(OCc2nc(-c3ccccn3)n[nH]2)cc1	0%	?	-2%	-10	-7%	5%	21%	-8	-17	?
COc1cc(C(=O)NCCNc2nc3c(C)c(C)ccc3cc2C#N)cc(OC)c1OC	-3%	7	10%	-1	-2%	4%	3%	-1	-2	-5%
CCC(C(=O)OCC(=O)Nc1ccc(Cl)c(S(=O)(=O)N(C)C)c1)c1ccccc1 (stereo not drawn)	0%	-6	3%	1	-4%[46.1 µM]	-2%	8%	0	-9	-3%
O=C(NC1CCCCC1)C(c1cccnc1)N(C(=O)CCl)c1ccc(F)cc1 (stereo not drawn)	0%	16	6%	10	3%	0%	18%	0	-4	?
COc1cc(C(=O)OCc2cccc(OC)c2OC)ccc1OCC(=O)N1CCOCC1	.	-4	-3%	0	-7%	1%	.	.	-1	-3%
CCOc1ccc(-n2ccc(=O)c(C(=O)Nc3ccc(S(=O)(=O)Nc4nccs4)cc3)n2)cc1	-12%	-2	-3%	-18	-1%	-11%	60%[activator]	2	-11	11%
Cc1ccc(C(=O)NCc2ccco2)cc1S(=O)(=O)N1CCCCC1	-3%	-7	-6%	1	-7%	-22%	-1%	5	-7	-5%
CCOC(=O)c1c(Nc2ccccc2OCCOC)n[nH]c1C	1%	1	-2%	-7	-1%	3%	4%	0	-6	1%
COc1ccccc1NC(=O)/C=C\C(=O)O	-1%	23	-3%	2	-3%	-2%	-1%	-2	0	?
CCCn1nc(C(=O)OCC(=O)c2ccc3c(c2)NC(=O)CO3)c2ccccc2c1=O	0%	-2	.	3	0%[46.1 µM]	2%	-1%	0	-2	-3%
CSc1nc(C)c(Oc2ccccc2)c(=O)n1C	1%	0	-12%	18	1%	-1%	-4%	6	-7	-1%
CC(C)OC(=O)c1cc2ccccc2[nH]1	-1%	-3	3%	2	1%[46.1 µM]	3%	1%	2	-11	?
CC(=O)Nc1ccc(NC(=O)CSc2ccc([N+](=O)[O-])cn2)cc1	-2%	5	-50%	-12	0%	0%	6%	3	-20	-9%
Cc1ccc(/C=C/C(=O)N2CC(=O)Nc3ccccc32)o1	12%	46	10%	-7	.	-24%	-14%	-14	-2	?
O=C(NCc1ccccn1)Nc1ccccc1	0%	-13	6%	-4	-4%	-1%	-14%	2	1	?
O=C(c1ccncc1)N1N=C(C2CCCCC2)CC1(O)C(F)(F)F (stereo not drawn)	-1%	-3	3%	20	-8%	-2%	3%	-1	1	11%
CCOC(=O)c1cc(CC)sc1NC(=O)Cc1ccccc1	2%	-1	.	4	-2%	-6%	-4%	2	-12	?
CCOc1cc(NC(=O)Nc2ccccc2)c(OCC)cc1NC(=O)CC	2%	1	-6%	-13	5%	-1%	35%[activator]	2	-1	?
O=C(O)CCCNC(=O)CC1S/C(=N/N=C/c2ccccc2O)NC1=O (stereo not drawn)	-4%	-4	2%	-12	-2%	2%	4%	6	2	-1%
O=C(COc1ccc(Br)cc1)Nc1ccc(C(=O)Nc2ccccc2C(=O)O)cc1	0%	-31	0%	-5	.	-8%	11%	2	0	8%
COc1ccccc1-c1cc(C(=O)Nc2ccccc2SC)no1	2%	-7	4%	-12	8%	-5%	-3%	0	1	?
O=C(COc1ccc(S(=O)(=O)N2CCOCC2)cc1)NCCc1ccccc1	.	-11	4%	-20	-4%	9%	.	.	5	5%
Cc1ccsc1C(=O)N1CCN(S(=O)(=O)c2cccc(F)c2)CC1	.	4	-10%	12	-18%	-4%	.	.	3	0%
C=Cc1ncc(OC)c2c1[nH]c1ccccc12	.	-3	-12%	22	3%	-7%	.	.	7	-7%
Cc1ccc2nc(N(CCN(C)C)C(=O)c3cc(Cl)sc3Cl)sc2c1	3%	7	-3%	-5	1%[46.1 µM]	18%	5%	0	8	5%
Cc1ccc(N2CC(C(=O)NCc3cccs3)CC2=O)cc1C (stereo not drawn)	0%	-2	.	8	-1%[46.1 µM]	-2%	-3%	3	8	-5%
CCn1c(SCc2nc3ccccc3[nH]2)nnc1-c1ccc(OC)cc1	0%	20	2%	3	-449%	-1%	0%	-4	-7	4%
O=C(/C=C/c1ccc2c(c1)OCO2)Nc1nc2ccccc2s1	-1%	-3	7%	10	0%[46.1 µM]	0%	24%	3	0	?
CCOC(=O)c1cnc2ccc(OCC)cc2c1NCc1cccnc1	1%	-3	2%	5	-1%[46.1 µM]	-5%	-5%	-25	-5	?
CCn1nc(C(=O)NNC(=O)COc2ccccc2C)c2ccccc2c1=O	.	7	0%	5	1%	-6%	6%	1	6	0%
NS(=O)(=O)c1ccc(NN=C2CCCCC2)c([N+](=O)[O-])c1	-3%	-8	-1%	-8	4%[46.1 µM]	1%	1%	3	-13	3%
O=C(O)CSCC(=O)Nc1ccc(-c2nc3ccccc3s2)cc1	.	-6	3%	-19	-10%	?	7%	11	-4	?
Cc1ccc(CNC(=O)C2CC3Cn4c(nc5ccccc54)C3N2C)o1 (stereo not drawn)	.	-4	3%	10	-17%	8%	.	.	-9	-10%
O=C(c1cc2ccccc2o1)N1CCN(C/C=C/c2ccccc2)CC1	1%	19	9%	?	1%	-4%	2%	-2	4	?
CC1CCCCC1N=CC1=C(O)CC(C)(C)CC1=O (stereo not drawn)	0%	-2	4%	9	1%	-9%	-1%	1	4	0%
Nc1cc(S(=O)(=O)C(F)(F)F)ccc1C(=O)O	8%	-6	7%	16	4%	1%	-3%	5	3	3%
COC(=O)c1c(-c2ccccc2)csc1NC1=NS(=O)(=O)c2ccccc21	0%	-10	.	?	1%[46.1 µM]	4%	-1%	3	21	9%
COc1ccc(S(=O)(=O)n2nc(OC(=O)c3ccccc3Br)cc2N)cc1	-5%	28	-5%	8	7%	0%	63%[activator]	-1	2	?
COCCNc1ccc(-c2n[nH]c(=O)c3ccccc23)cc1[N+](=O)[O-]	.	-8	3%	-28	11%	5%	-4%	0	25	?
Cc1ccc(NC(=O)COc2ccc(Br)cc2CO)cc1	-1%	-5	2%	-1	9%	-2%	-12%	2	-1	7%
O=C(Cn1cnc2ccccc2c1=O)N1CCN(Cc2ccc3c(c2)OCO3)CC1	1%	-6	2%	-13	-3%	2%	-9%	1	4	-32%
O=C(COC(=O)c1cnccn1)N=c1sccn1Cc1ccccc1Cl	.	-5	9%	-1	-1%	4%	.	.	-2	2%
CCN1CCN(C(=O)C2CCN(Cc3cc(Cl)ccc3O)CC2)CC1	1%	6	.	23	.	4%	12%	2	-8	4%
CC(C)(C)NC(=O)C(c1cccs1)N(CC1CCCO1)C(=O)c1ccc(-c2ccccc2)[nH]1 (stereo not drawn)	-1%	-6	0%	-16	0%[46.1 µM]	-1%	14%	-1	2	26%
COc1ccccc1C(=O)C1CCCN(C(=O)c2cccc(-n3cccn3)c2)C1 (stereo not drawn)	9%	-1	8%	-2	-2%	0%	0%	5	1	-10%
O=C(/C=C/c1ccco1)NCC1CCCO1 (stereo not drawn)	0%	0	3%	8	-1%	3%	7%	-1	4	2%
CSc1cnn(-c2ccccc2)c(=O)c1SC	4%	20	-23%	31[activator]	47%	1%	-3%	-6	2	0%
CC1(C)CC(=O)c2cnc(NC(=O)Cc3ccc(Cl)cc3)nc2C1	-5%	3	-8%	8	-4%	-12%	4%	1	-2	0%
COCCNC(=O)c1ccccc1NC(=O)Cc1ccccc1	0%	1	10%	11	-7%	3%	9%	0	-3	-1%
O=S(=O)(N1CCOCC1)N1CCN(c2ccc(F)cc2)CC1	1%	-14	.	-9	.	-4%	1%	4	-25	-13%
Cc1nnc(SCC(=O)N(C(C)C)C(C)C)nc1C	1%	0	2%	6	-4%	0%	-3%	1	11	-2%
Cc1ccc(NC(=O)Cn2nnc(C(=O)NCc3ccc(Cl)cc3)c2N)cc1F	9%	9	5%	-6	-3%	0%	2%	2	-1	-2%
O=C(CN1C2CCCC1CC(NC(=O)c1ccco1)C2)Nc1ccccc1C(F)(F)F (stereo not drawn)	0%	-7	-2%	-1	2%[46.1 µM]	0%	4%	5	4	3%
O=C(NCC1CCCCC1)c1cccnc1Cl	0%	18	-8%	-1	2%	0%	8%	-4	-6	3%
O=C(CCCN1C(=O)/C(=C\c2cccs2)SC1=S)Nc1cccnc1	-1%	-3	2%	-2	-2%[46.1 µM]	-3%	-2%	0	6	?
COc1ccc(/C(N)=N/OC(=O)Oc2ccccc2)cc1OC	1%	8	1%	12	3%[46.1 µM]	2%	6%	2	5	-4%

Compounds were not picked by outcome (roughly 1.6% active in at least one column).
